NPR2 activator: GC-B (human) receptor activation. P20594. HEK293-GC-B cells, CNP EC30, cGMP TR-FRET; 0% at EC30 CNP, 100% saturating CNP. activation, % at 10 µM. hit rate 0.11% among 370,000. AID 1920062;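 active means activation at 10 µM reaching about 35% in either raw or pattern-adjusted values, limit read from the data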
NPR1 activator: GC-A (human) enzyme activation | P16066 | HEK293 GC-A cells, cGMP TR-FRET, EC30 ANP; 0% at EC30 ANP, 100% saturating ANP | activation, % at 10 µM | hit rate 0.14% among 370,000 | AID 1671463; in the data active means activation above about 40%
HTRA1 inhibitor: blocks human HTRA1 serine peptidase | hit rate 0.5% among 340,000 | recombinant HTRA1, FP-rhodamine activity-based probe, fluorescence polarization | inhibition, % at 5.96 µM; in the data active means inhibition above about 36%;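 further: 0% = enzyme with DMSO and 100% = wells lacking enzyme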
rCAG binder: molecules binding r(CAG) RNA repeats. r(CAG) RNA repeat, TO-PRO-1 dye displacement fluorescence. inhibition, % at 3 µM. hit rate 1.3% among 370,000. AID 651821;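 active means inhibition above the plate cutoff, the mean of all test compounds on that plate plus 3 SD, cut at about 35% in these data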;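 further: 0% = DMSO alone and 100% = 100 µM mitoxantrone as full dye displacement; higher means more dye released from RNA so lower well fluorescence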
SIAE primary: human SIAE inhibition, primary screen | Q9HAT2 | hit rate 0.69% among 370,000 | SIAE FP-Rh probe binding, fluorescence polarization | AID 1053197 | inhibition, % at 9.66 µM;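 active means inhibition above a cutoff: mean of compounds within the control limits plus 3 SD of those, cut at about 17% in these data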;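 further: 0% = plate median of compound wells and 100% = probe without SIAE protein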
Target sequence (Q9HAT2 whole entry, looked up): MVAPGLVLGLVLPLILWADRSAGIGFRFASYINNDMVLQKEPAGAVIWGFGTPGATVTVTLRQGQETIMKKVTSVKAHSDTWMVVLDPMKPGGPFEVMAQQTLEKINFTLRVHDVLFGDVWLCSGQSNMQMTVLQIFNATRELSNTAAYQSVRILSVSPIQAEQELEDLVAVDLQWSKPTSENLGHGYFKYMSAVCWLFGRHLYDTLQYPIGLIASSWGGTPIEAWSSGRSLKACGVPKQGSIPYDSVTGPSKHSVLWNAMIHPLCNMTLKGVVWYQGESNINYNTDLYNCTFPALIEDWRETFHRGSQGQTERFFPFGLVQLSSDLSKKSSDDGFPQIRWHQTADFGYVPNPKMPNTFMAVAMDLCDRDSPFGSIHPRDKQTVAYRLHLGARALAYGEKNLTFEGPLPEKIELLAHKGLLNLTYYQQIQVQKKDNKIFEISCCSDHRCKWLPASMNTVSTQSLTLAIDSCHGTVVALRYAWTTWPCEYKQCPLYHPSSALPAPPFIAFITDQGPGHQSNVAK
MBD2 DNA inh: inhibitors of human MBD2 binding to methylated oligonucleotide. TR-FRET. hit rate 0.31% among 370,000. AID 686964. Q9UBB5. inhibition, % at 4.4 µM; in the data active means inhibition above about 13%
TCR CD3 inh: blocks the human TCR-CD3 interaction; TAMRA-labeled TCR probe fluorescence, biochemical; inhibition, % at 9.4 µM; hit rate 0.37% among 360,000; AID 651800; in the data active means inhibition above about 19%;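 further: recombinant mutant TCR 2C K166C tagged with TAMRA read by polarization; 0% = receptor in buffer alone and 100% = receptor with positive control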
UHRF1 MBD2 ctr: UHRF1 methyl-DNA binding inhibition; inhibition, % at 4.4 µM; hit rate 0.75% among 370,000; Q96T88; AID 687016; UHRF1 binding to methylated oligo, TR-FRET; in the data active means inhibition above about 21%;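 further: UHRF1 SRA domain binding a hemimethylated CpG hairpin DNA probe; 0% = median of test compound wells and 100% = reference inhibitor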
PRMT1 FP inh: PRMT1 (human) inhibition, primary screen; inhibition, % at 2.79 µM; Q99873; recombinant PRMT1, activity-based probe fluorescence polarization; hit rate 1.3% among 370,000;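 active means inhibition above about 21% made by adding two undisclosed values, limit read from the data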
mABHD4 FP: inhibits mouse alpha/beta hydrolase domain 4; purified mABHD4, FP-Rh probe fluorescence polarization; inhibition, % at 8.92 µM; hit rate 0.54% among 370,000; AID 720543;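 active means inhibition exceeding the mean over every tested compound plus 3 SD, cut at about 30% in these data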;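 further: 0% = plate median of compound wells and 100% = S159A mutant with DMSO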
Target sequence (Q8VD66 whole entry, looked up, the tested form may be a part): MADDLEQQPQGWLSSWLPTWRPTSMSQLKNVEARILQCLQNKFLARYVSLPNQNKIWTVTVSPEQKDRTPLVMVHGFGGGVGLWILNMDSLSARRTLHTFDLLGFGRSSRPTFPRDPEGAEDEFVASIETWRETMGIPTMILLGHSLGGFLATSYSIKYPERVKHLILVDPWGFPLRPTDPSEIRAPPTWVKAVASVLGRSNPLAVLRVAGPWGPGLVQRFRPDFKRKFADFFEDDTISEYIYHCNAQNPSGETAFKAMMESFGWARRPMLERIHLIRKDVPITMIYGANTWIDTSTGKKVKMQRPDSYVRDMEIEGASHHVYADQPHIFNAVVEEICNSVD
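Assay system: Wild-type mouse ABHD4 protein | Medium: HEPES pH 7.0 buffer, 150 mM NaCl, 0.01% Pluronic F-127 | Incubation: Enzyme–compound pre-incubation 45 min, then probe 60 min, both 25 °C | Technique: Fluorescence polarization with parallel and perpendicular emission, 525/598 nm | Evaluation: % inhibition of FP-Rh probe binding versus controls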
* hit, by the source's call; . = not tested or not shown.

Molecule | NPR2 activator | NPR1 activator | HTRA1 inhibitor | rCAG binder | SIAE primary | MBD2 DNA inh | TCR CD3 inh | UHRF1 MBD2 ctr | PRMT1 FP inh | mABHD4 FP
CC(C)(O)[C@@H]1CC(=O)[C@]2(C)[C@H](CC[C@@]3(C)[C@H](c4ccoc4)OC(=O)[C@H]4O[C@]432)[C@@]1(C)/C=C\C(=O)O | 2 | 2 | 1 | 12 | -4 | 3 | 0 | 2 | 0 | -4
CC(=O)C(Sc1nc(N2CCOCC2)nc(N2CCOCC2)n1)C(=O)Nc1ccccc1 (stereo unspecified) | -3 | -5 | 5 | 3 | -2 | 3 | -5 | 5 | 2 | -3
COCc1c(C(=O)OCc2nnc(-c3ccc([N+](=O)[O-])cc3)o2)oc2ccccc12 | -3 | -3 | -2 | 8 | 5 | -2 | 1 | 0 | 1 | 3
CCOc1ccc(C2CC(c3cccc(OC)c3)n3nc(N)nc3N2)cc1 (stereo unspecified) | 7 | 3 | 4 | -6 | -3 | 4 | 5 | 0 | -2 | -2
COC(=O)c1cc(CNC(=O)c2ccccc2Cl)ccc1OC | 0 | 1 | 1 | -1 | -3 | 1 | 1 | 3 | 4 | -1
O=C1CCCC2=C1C(c1ccccc1)NC(=S)N2 (stereo unspecified) | 0 | -2 | 0 | 2 | 10 | -5 | 2 | -2 | 4 | -2
COc1ccc(NC(=O)C(NC(C)=O)C(=O)NCc2ccccc2Cl)cc1 (stereo unspecified) | 5 | 3 | -6 | -5 | 6 | 4 | -1 | 0 | 3 | 3
CCN(C(=O)CCCC(=O)N(CC)c1ccccc1)c1ccccc1 | -2 | -4 | 0 | -10 | 4 | 1 | -1 | 0 | 0 | -2
O=C(NCc1ccco1)C1CCCN(S(=O)(=O)c2ccc(Cl)cc2)C1 (stereo unspecified) | 4 | 0 | -7 | -3 | -4 | -1 | -4 | -3 | 0 | 1
CC(C)(C)C(=O)NC(=S)Nc1ccccc1C(N)=O | 5 | 4 | 9 | -2 | 0 | 2 | -4 | 0 | 0 | 7

Looked up by compound from above (two):
Molecule | NPR2 activator | NPR1 activator | HTRA1 inhibitor | rCAG binder | SIAE primary | MBD2 DNA inh | TCR CD3 inh | UHRF1 MBD2 ctr | PRMT1 FP inh | mABHD4 FP
O=C1CCCC2=C1C(c1ccccc1)NC(=S)N2 (stereo unspecified) | 0 | -2 | 0 | 2 | 10 | -5 | 2 | -2 | 4 | -2
COCc1c(C(=O)OCc2nnc(-c3ccc([N+](=O)[O-])cc3)o2)oc2ccccc12 | -3 | -3 | -2 | 8 | 5 | -2 | 1 | 0 | 1 | 3

(list continues)
Molecule | NPR2 activator | NPR1 activator | HTRA1 inhibitor | rCAG binder | SIAE primary | MBD2 DNA inh | TCR CD3 inh | UHRF1 MBD2 ctr | PRMT1 FP inh | mABHD4 FP
C/C=C/COC(=O)c1[nH]c2c(c1C)C(=O)CC(c1ccco1)C2 (stereo unspecified) | -11 | -3 | -10 | 38* | 3 | 10 | -2 | 20 | 43* | 32*
CC(=O)NC1C(=O)N(CCN2CCOCC2)c2ccc(Cl)cc21 (stereo unspecified) | -1 | 0 | -1 | -2 | 1 | 2 | 4 | -2 | 22* | 9
CCC(=Nc1ccccc1OC)C1=C(O)CC(c2ccccc2)CC1=O (stereo unspecified) | 1 | -3 | 0 | -3 | 4 | -5 | 6 | -1 | -4 | -8
CCOC(=O)c1cnc2c(c(C)nn2C)c1Oc1ccccc1F | -10 | -17 | 6 | -10 | -4 | 3 | 1 | -1 | -1 | -4
COc1ccc(C)cc1NC(=O)CSc1nnc(-c2ccc(OC)c(OC)c2)n1N | 0 | -4 | 5 | -1 | 3 | 7 | -8 | 2 | 2 | -7
Cc1noc(C)c1CN1C(=O)c2ccccc2C1=O | 6 | 1 | -8 | -1 | 1 | -3 | 0 | 2 | -4 | -2
CN(c1ccccc1)S(=O)(=O)c1cccc(C(=O)OCC(=O)Nc2ccc(C(N)=O)cc2)c1 | -3 | 0 | -12 | 9 | -17 | 7 | -3 | 6 | 6 | -20
O=C(NCc1ccc(F)cc1)c1ccc(Br)o1 | -10 | -2 | 3 | 0 | 5 | -6 | 4 | 4 | 1 | -2
Cc1nn(C)c(Oc2ccc(Cl)cc2)c1C(=O)O | -7 | -1 | 5 | 5 | 4 | 4 | 8 | 1 | -1 | -1
CCOC(=O)Cc1csc(SCC(=O)N2CCN(c3ccc(OC)cc3)CC2)n1 | 5 | -8 | 7 | -2 | -2 | 10 | -3 | 3 | 2 | -11

Some values from the entries so far:
Cc1nn(C)c(Oc2ccc(Cl)cc2)c1C(=O)O in TCR CD3 inh: 8
CCOC(=O)c1cnc2c(c(C)nn2C)c1Oc1ccccc1F in MBD2 DNA inh: 3

The listing continues:
Molecule | NPR2 activator | NPR1 activator | HTRA1 inhibitor | rCAG binder | SIAE primary | MBD2 DNA inh | TCR CD3 inh | UHRF1 MBD2 ctr | PRMT1 FP inh | mABHD4 FP
O=C(NCCCN1CCOCC1)c1ccc2c(c1)N(Cc1cccc(Cl)c1)C(=O)c1ccccc1S2=O (stereo unspecified) | -7 | -7 | 2 | -3 | -4 | -3 | 0 | -1 | 0 | 1
Cc1cc(Cl)nc(-c2ccccc2O)n1 | -1 | 6 | -3 | -2 | -12 | 0 | 1 | -2 | 1 | 1
O=C(c1cccc(S(=O)(=O)N2CCc3ccccc32)c1)N1CCN(c2ccccc2)CC1 | 4 | -7 | -13 | 4 | 2 | 3 | -3 | 1 | 3 | -5
Cc1cccc(OCCCSc2nc3ccccc3[nH]2)c1 | 1 | 1 | -42 | 2 | -21 | -1 | 8 | 2 | -4 | -42
Cc1ccc(C2OC34CCCCCC3C(C#N)(C(=N)O4)C2(C#N)C#N)cc1 (stereo unspecified) | -1 | 11 | 2 | 5 | -2 | -1 | -1 | -5 | 0 | -8
Cc1ccc(C)c(C(=O)COC(=O)CCCC(=O)Nc2cc(C(F)(F)F)ccc2Cl)c1 | -9 | 2 | -6 | 1 | 6 | -2 | -5 | -2 | 0 | -14
COc1ccc(-c2nnc(SC(C)C(=O)Nc3nccs3)n2-c2ccccc2)cc1OC (stereo unspecified) | -1 | -6 | -8 | -7 | -2 | 0 | 3 | 0 | 0 | -4
Cc1cccc(Nc2nc(NCCCN3CCOCC3)nc(N)c2[N+](=O)[O-])c1 | -11 | -10 | -2 | 0 | -8 | 1 | -4 | 0 | -1 | 0
COc1cccc(OC)c1C(=O)Nn1c(-c2cccc(C)c2)nc2ccccc2c1=O | 3 | -2 | -2 | 3 | -9 | 1 | 0 | 0 | 2 | 2
Cc1ccc(OCCCN2CCOCC2)c([N+](=O)[O-])c1 | 1 | -5 | 4 | -4 | 10 | -2 | 10 | -1 | 18 | 14
CCC/C(=C1/c2ccccc2C(=O)N1c1ccccc1)c1ccc(C=O)o1 | -4 | 2 | . | 15 | 5 | -4 | 2 | -2 | -1 | 5
OC(c1ccccc1)(c1nc(-c2ccc3c(c2)OCO3)cs1)C(F)(F)F (stereo unspecified) | -2 | 1 | . | 5 | -11 | 5 | 9 | -2 | 0 | -35
O=C(C(=O)N1CCCc2ccccc21)c1c[nH]c2ccccc12 | -2 | -6 | -9 | -2 | -8 | 2 | -2 | 3 | -1 | -3
Cc1cccc(OCC(=O)NCc2ccc(F)cc2)c1 | 3 | 2 | 5 | -1 | 3 | -1 | 3 | -1 | -2 | 5
CCCc1c(-c2cccc(F)c2)ncn1CCc1ccccc1OC | -7 | -7 | . | -1 | -6 | 0 | -3 | 12 | 0 | -1
CCOc1ccc(CCNC(=O)c2c(C)nn(-c3ccccc3)c2Cl)cc1OCC | -5 | 0 | 2 | -8 | -2 | 4 | 4 | -2 | 1 | -5
CCC(=O)N1CCCC1(C)C(=O)NCc1ccc(SC)cc1 (stereo unspecified) | 4 | 3 | . | 2 | 1 | -1 | 6 | -1 | -5 | 2
CCOC(=O)C1CCCN(C(=O)CC(C)c2ccccc2)C1 (stereo unspecified) | 4 | 1 | 0 | -6 | 0 | 1 | -3 | 2 | 0 | 5
COc1cccc(-n2c(=O)c3ccccc3n(CC(=O)NCC3CCCO3)c2=O)c1 (stereo unspecified) | 1 | 3 | 13 | 1 | 8 | 2 | -2 | 0 | -2 | -8
CC(=O)c1ccc(OCC(O)CN2CCCC(C)C2)cc1 (stereo unspecified) | -1 | 3 | -3 | 1 | -10 | 0 | -1 | 0 | 0 | -4
COc1ccc(C(=O)CSc2nnc(CNC(=O)c3ccccc3F)n2C)cc1OC | -8 | 0 | -2 | -1 | 0 | 0 | -7 | 1 | 6 | -1
CC(=O)c1ccc(OCC(=O)NCCC2=CCCCC2)cc1 | 1 | 0 | 1 | -5 | 0 | 4 | -4 | -2 | 0 | -1
CCOC(=O)C(NC(C)=O)C(=O)Nc1c(C)cccc1C (stereo unspecified) | -2 | 2 | 11 | 7 | 4 | 6 | -1 | 7 | -2 | 0
CCOC(=O)c1c(NC(=O)CSc2nc3ccc(C)cc3[nH]2)sc2c1CC(C)(C)NC2(C)C | 0 | 1 | -32 | 1 | 2 | -2 | 0 | 0 | -4 | -1
Cc1noc(NS(=O)(=O)c2ccc(NC(=O)COc3ccccc3)cc2)c1C | 1 | 0 | 2 | 9 | 5 | 1 | 1 | -3 | 0 | 8
COc1ccc2[nH]c(=O)c(-c3noc(-c4ccc(F)cc4)n3)cc2c1 | -2 | -1 | -2 | 4 | 2 | 2 | -6 | -4 | -2 | -7
O=C(C1CCN(S(=O)(=O)c2cccc3nsnc23)CC1)N1CCCCC1 | 4 | -3 | 6 | -1 | 5 | 2 | -5 | -3 | -2 | 8
O=C(Nc1cccc(Cl)c1)N(CCN1CCOCC1)Cc1cccc(Cl)c1 | -13 | -25 | -28 | -4 | -3 | 3 | 6 | -2 | 0 | -10
COC(=O)c1ccc(S(=O)(=O)N2CCCN(Cc3ccccc3)CC2)n1C | -4 | 0 | 1 | -6 | -8 | 1 | -5 | 0 | 0 | -2
Nc1nc(-c2ccc(Cl)cc2Cl)cn1N | 3 | 2 | 3 | 7 | 0 | -2 | 5 | -1 | 3 | -1
Cc1nn(-c2ccccc2)c(-c2ccccc2)c1C(=O)O | 5 | 3 | -3 | -1 | 4 | -3 | 5 | 1 | 1 | 3
CC(C)OCCCNC(=O)Cn1ccc2cc(S(=O)(=O)N3CCCCC3)ccc21 | 5 | 0 | -4 | -4 | 4 | -5 | 3 | 1 | 6 | 3
CC1CCCC(NC(=O)CN(C)CC(=O)Nc2cccc(F)c2)C1C (stereo unspecified) | -3 | 1 | 3 | -2 | 0 | 3 | 9 | 2 | -1 | -9
NS(=O)(=O)c1ccc(CCNC(=O)C2CCCN2C(=O)OCc2ccccc2)cc1 (stereo unspecified) | -3 | 2 | 0 | 1 | 4 | 0 | 9 | 0 | 2 | -6
O=C(CN1CCN(Cc2ccccc2F)CC1)Nc1ccccc1Cl | 2 | 11 | 1 | -4 | -2 | -2 | -4 | 3 | 3 | 7
O=C(c1ccccc1)N1CCN(C(=O)c2nn3c(C(F)(F)F)cc(-c4ccco4)nc3c2Cl)CC1 | 4 | 6 | 9 | 3 | 2 | 2 | -1 | 3 | 2 | 0
CCCc1c(C)nc(N2CCN(c3ccccc3F)CC2)[nH]c1=O | -4 | -2 | 2 | 0 | -6 | 3 | 5 | 3 | 0 | 5
O=C(c1c(F)cccc1F)N1CCN(c2cccc(C(F)(F)F)c2)CC1 | 8 | -2 | -5 | -6 | 4 | 5 | 1 | 0 | -1 | -1
O=C(Oc1ccccc1)c1cccnc1Oc1ccccc1 | -2 | 3 | -14 | -5 | -2 | 2 | 5 | -1 | -3 | 0

Compound activity: PubChem BioAssay, several laboratories

Not all compounds are listed; the hit share may differ from the screen's.
